# Screening results as filed in PubChem BioAssay.
# SIRT5 inh – sirtuin-5 (human) deacylase inhibition. Q9NXA8. Purified SirT5, succinyl-peptide AMC, trypsin-coupled fluorescence. inhibition, % at 15 µM. 330,000 compounds, 1.1% hits. AID 652115; in the data active = inhibition above about 15%
# Target sequence (Q9NXA8 whole entry, looked up): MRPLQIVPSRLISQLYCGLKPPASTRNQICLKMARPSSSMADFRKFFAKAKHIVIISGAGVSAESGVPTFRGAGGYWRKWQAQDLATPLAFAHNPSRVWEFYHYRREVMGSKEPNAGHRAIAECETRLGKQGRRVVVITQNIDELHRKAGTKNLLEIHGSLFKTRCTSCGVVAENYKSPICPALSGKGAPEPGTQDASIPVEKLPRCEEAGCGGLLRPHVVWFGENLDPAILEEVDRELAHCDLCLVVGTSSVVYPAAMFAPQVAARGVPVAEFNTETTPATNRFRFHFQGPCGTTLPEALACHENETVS
# miR-122 sensor – blocks miR-122 activity in Huh7 sensor cells. Huh7 miR-122 Renilla luciferase sensor, 48 h; neutral wells = 0, positive control = 100. activation (reporter increase), % at 12.5 µM. 340,000 compounds, 0.3% hits. AID 602342;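 active = mean replicate activation score at least 90 and every replicate individually at or above 90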;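 also: higher luciferase means less miR-122 activity so hits act as miR-122 inhibitors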
# ARNT-TACC3 inh – disrupts binding between human ARNT and TACC3. Q9Y6A5. 390,000 compounds, 0.66% hits. inhibition, % at 9.99 µM. AlphaScreen His-ARNT PAS-B/GST-TACC3 binding, luminescence; TACC3 fragment carries E629A point mutation;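 active = mean inhibition of replicates at least 50% and at least half of replicates each reaching 50%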;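 also: 0% = complete ARNT plus TACC3 wells and 100% = ARNT alone without TACC3; many hits fall short of the cut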
# Cneo AK release – causes C. neoformans cell lysis. adenylate kinase release luminescence, 4 h; normalised: neutral wells 0, clomiphene wells 100. 360,000 compounds, 0.2% hits. AID 651654. lysis activity, % at 15 µM;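 active = mean lysis activity across replicates of at least 80%, whatever share of replicates individually reach that level; inactive = mean lysis activity below 80%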
#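 Material: C. neoformans cells | Amount: Yeast cell density of 5 × 10^6 cells/mL | Medium: Fresh YPD growth medium | Dosing: Single dose | Times: Static 4 h at 37 °C with compound, 1 h detection | Detection: AK luminescence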
# C2C12 statin – protects C2C12 myotubes from simvastatin toxicity. ATP luminescence, 48 h; scaled: DMSO 0, geranylgeraniol control 100. rescue of ATP level, % at 7.49 µM. 330,000 compounds, 0.78% hits. AID 602340;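 active = mean ATP rescue above about 67%, or every replicate alone reaching that limit, limit read from the data, passing the limit was not always enough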;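 also: myotubes were challenged with 10 µM simvastatin during compound exposure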
# ERp5 inh – blocks human ERp5 reductase activity on insulin; 350,000 compounds, 0.05% hits; inhibition, % at 9.99 µM; ERp5 insulin aggregation, absorbance 650 nm, 90 min; Q15084; AID 651711;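 active = mean replicate inhibition above about 25%, with every replicate also reaching it, limit read from the data, passing the limit was not always enough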
# Target sequence (Q15084 whole entry, looked up): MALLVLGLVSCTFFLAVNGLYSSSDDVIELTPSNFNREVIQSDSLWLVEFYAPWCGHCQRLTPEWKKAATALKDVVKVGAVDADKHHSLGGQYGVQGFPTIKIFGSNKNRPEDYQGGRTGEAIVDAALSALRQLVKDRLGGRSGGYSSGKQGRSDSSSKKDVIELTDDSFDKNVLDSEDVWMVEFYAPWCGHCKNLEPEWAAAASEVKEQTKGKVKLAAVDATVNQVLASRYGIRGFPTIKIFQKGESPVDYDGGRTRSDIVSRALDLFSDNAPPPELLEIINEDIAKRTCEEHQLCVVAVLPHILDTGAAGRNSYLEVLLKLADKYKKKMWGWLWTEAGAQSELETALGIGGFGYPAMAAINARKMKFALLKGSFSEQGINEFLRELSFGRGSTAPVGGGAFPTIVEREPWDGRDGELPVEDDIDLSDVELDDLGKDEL
# esBAF inh – blocks esBAF chromatin remodeling in mouse ES cells; Bmi1-luciferase knock-in reporter, 24 h; 100% = twice the neutral-well signal; reporter increase, % at 12.5 µM; 350,000 compounds, 2% hits; AID 602393; in the data active = activation above about 40%;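 also: 0% = median of the plate's neutral control wells and 100% = double that signal; a rise in the Bmi1 reporter signal indicates esBAF inhibition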
# * hit, by the source's call; nt = no result given; [ ] = remark or other dose. Compounds as they come. Share with any hit: about 4%.
SMILES,SIRT5 inh,miR-122 sensor,ARNT-TACC3 inh,Cneo AK release,C2C12 statin,ERp5 inh,esBAF inh
CCOc1ccc2nc3ccc4[nH]onc4c3c2c1,nt,-2,-10,0,-44,nt,1
CCOP(=O)(OCC)c1ccc2ccc3ccccc3c(=O)c2c1,nt,-2,10,4,25,-2,-1
COCC(=O)Nc1ccc2c(c1)C(=O)N(C)C[C@@H](OC)[C@H](C)CN(C(=O)c1ccccc1F)[C@H](C)CO2,1,5[16.7 µM],-2,1,6,6,1
COC(=O)C[C@H]1c2cc(C(F)(F)F)ccc2S(=O)(=O)N1Cc1ccc(OC)cc1,nt,-3,-1,0,5,1,-1
CCOC(=O)c1ccc(NC(=O)C(=O)NCC2(c3ccc(OC)cc3)CCOCC2)cc1,3,-10,-3,1,nt,2,nt
O=C(CCNS(=O)(=O)c1ccc(Br)s1)Nc1ccc(Cl)cc1,nt,12,2,6,-11,nt,-5
Oc1ccccc1Oc1ncc(Br)c(N2CCOCC2)n1,nt,-1,-6,2,23,nt,-6
O=C(NCCCN1CCCCC1)C1CCCN(c2ncnc3c2nc2n3CCCCC2)C1 (stereo unspecified),0,5,1,1,-3,-9,-1
CO[C@H]1CN(C)C(=O)c2ccc(NS(=O)(=O)c3ccccc3)cc2OC[C@H](C)N(Cc2ccccn2)C[C@@H]1C,nt,nt,10,0,14,8,-3
CC(c1ccccc1F)n1cc(C(=O)NCCCn2ccnc2)nn1 (stereo unspecified),nt,11,6,3,nt,nt,-3

# Full records, looked up by structure. Screens in order: SIRT5 inh | miR-122 sensor | ARNT-TACC3 inh | Cneo AK release | C2C12 statin | ERp5 inh | esBAF inh
# Entry for CCOc1ccc2nc3ccc4[nH]onc4c3c2c1 : nt | -2 | -10 | 0 | -44 | nt | 1
# Entry for CCOP(=O)(OCC)c1ccc2ccc3ccccc3c(=O)c2c1 : nt | -2 | 10 | 4 | 25 | -2 | -1
# Entry for CCOC(=O)c1ccc(NC(=O)C(=O)NCC2(c3ccc(OC)cc3)CCOCC2)cc1 : 3 | -10 | -3 | 1 | nt | 2 | nt
# Entry for COCC(=O)Nc1ccc2c(c1)C(=O)N(C)C[C@@H](OC)[C@H](C)CN(C(=O)c1ccccc1F)[C@H](C)CO2 : 1 | 5[16.7 µM] | -2 | 1 | 6 | 6 | 1
# Entry for COC(=O)C[C@H]1c2cc(C(F)(F)F)ccc2S(=O)(=O)N1Cc1ccc(OC)cc1 : nt | -3 | -1 | 0 | 5 | 1 | -1

# Next section:
SMILES,SIRT5 inh,miR-122 sensor,ARNT-TACC3 inh,Cneo AK release,C2C12 statin,ERp5 inh,esBAF inh
C[C@@H]1CCCCO[C@H](CN(C)C(=O)Nc2ccc(C(F)(F)F)cc2)[C@@H](C)CN([C@H](C)CO)C(=O)c2cc(NC(=O)C3CCCCC3)ccc2O1,1,-3[16.7 µM],-7,-1,-62,5,3
Cc1c(NC(=O)CSc2ccccn2)c(=O)n(-c2ccccc2)n1C,nt,-1,-2,-1,111*,nt,1
C[C@@H]1CN([C@H](C)CO)C(=O)c2cccc(NS(=O)(=O)c3ccc(Cl)cc3)c2O[C@@H]1CN(C)Cc1ccc(C(=O)Nc2ccccc2N)cc1,nt,26[16.7 µM],6,3,nt,-7,-19
CCCNS(=O)(=O)c1ccc(OCC(=O)OC)cc1,nt,-2,0,-1,130*,nt,2
CN(C(=O)c1cccc(NC(=O)Cc2cccc(NC(=O)C3CCN(C(=O)C4CCCCC4)CC3)c2)c1)C1CC1,-7,nt,23,-1,5,8,4
CCn1c(SCC(=O)Nc2ccc(NC(C)=O)cc2)nc2c([nH]c3ccccc32)c1=O,-17,-9,8,5,5,3,-6
O=C(Cc1ccccc1)NCC(=O)N1CCC1,0,1,nt,-1,6,3,-5
C[C@@H]1CN([C@H](C)CO)S(=O)(=O)c2ccc(-c3cccnc3)cc2O[C@H]1CN(C)C(=O)NC1CCCCC1,-6,-12[16.7 µM],-6,45,-67,-4,1
COc1cccc(-c2ccc3c(c2)O[C@@H](CN(C)C(=O)C2CCCCC2)[C@H](C)CN([C@@H](C)CO)S3(=O)=O)c1,12,23[16.7 µM],-1,-4,-82,2,3
O=C(NC[C@H]1[C@@H](c2ccccc2)[C@@H](CO)N1Cc1ccccn1)C1CCC1,nt,0[16.7 µM],56*,0,-4,nt,5
CCN(CC(=O)Nc1ccc(OC)cc1)C(=O)Cc1ccc(OC)c(S(=O)(=O)N2CCOCC2)c1,-2,-6,-40,0,-2,-4,-2
C[C@H]1CCCCO[C@H](CN(C)Cc2ccc(C(=O)O)cc2)[C@@H](C)CN([C@@H](C)CO)C(=O)c2cc(NS(=O)(=O)c3ccc(Cl)cc3)ccc2O1,-3,5[16.7 µM],-4,-7,nt,2,-6
O=C(O)c1cn[nH]c1-n1cnnn1,nt,-4,61*,3,3,nt,-2
O=C(N/N=C/c1ccc(COc2ccc(Br)cc2)o1)c1ccco1,3,-4,-1,9,nt,1,nt
O=C(C[C@H]1CC[C@H]2[C@@H](COC[C@@H](O)CN2S(=O)(=O)c2cccc(Cl)c2)O1)NC1CCC1,-2,3[16.7 µM],0,-2,0,3,-1
C[C@@H]1CN([C@@H](C)CO)C(=O)Cc2cc(NC(=O)Nc3ccccc3)ccc2O[C@H]1CN(C)C(=O)Nc1ccc2c(c1)OCO2,1,-7[16.7 µM],1,-10,15,9,4
COc1ccc(C(=O)N2CCN(S(=O)(=O)c3cc(Cl)ccc3OC)CC2)cc1,nt,-1,5,0,nt,nt,-5
Cc1cccc(NC(=S)N(Cc2ccc(Br)cc2)Cc2ccc(C(=O)O)cc2)c1,1,1,2,0,-3,-4,3
CCOC(=O)NCC(C#CCN(CC)CC)N(CC)CC (stereo unspecified),nt,6,-4,-1,-6,nt,1
COc1ccc(N(CC(=O)NCc2ccc(F)cc2)C(=O)CCC(=O)Nc2ccccn2)cc1,0,-2,-17,-1,34,0,1
COc1cccc(CNC(=O)CN2C(=O)COc3ccc(S(=O)(=O)N4CCCCC4)cc32)c1,0,-5,17,2,7,-1,1
CCOC(=O)C1CCCN(C(=O)Cn2cccc2C(=O)c2ccccc2)C1 (stereo unspecified),nt,3,-2,nt,8,nt,-2
CC1=C(C(=O)OCC2CCCO2)C(c2ccsc2)C2=C(CCCC2=O)N1 (stereo unspecified),-7,4,nt,-3,6,11,-2
C[C@H](CO)N1C[C@H](C)[C@@H](CN(C)Cc2ccc(C(=O)O)cc2)Oc2cc(/C=C/c3ccccc3)ccc2S1(=O)=O,104*,3[16.7 µM],2,0,-19,-6,-4
COC(=O)/C(C#N)=C/c1c(Oc2cccc(C)c2C)nc2ccccn2c1=O,-5,-7,-3,nt,-4,4,-1
CCN1CCN(S(=O)(=O)c2c(C)cc(C)cc2C)CC1,4,1,0,4,-7,-1,-6
COc1ccc(N(C2CSC2)S(=O)(=O)c2ccccc2)cc1,nt,1,-3,-1,-24,nt,-9
O=Nc1c(O)n(Cc2cccc(Cl)c2)c2ccccc12,nt,-5,3,6,-5,nt,-9
Cn1cc(C(=O)CCl)c2ccccc21,0,nt,-7,-4,8,1,-3
O=C(c1ccccc1)c1ccc(O)cc1O,4,-2,23,nt,-2,2,3
CCC(c1nc2ccccc2c(=O)n1-c1nc2ccccc2s1)N1C(=O)c2ccccc2C1=O (stereo unspecified),nt,2,4,nt,6,nt,-4
C[C@@H]1CN([C@H](C)CO)C(=O)c2cc(NC(=O)Nc3ccc(C(F)(F)F)cc3)ccc2O[C@@H](C)CCCCO[C@@H]1CN(C)C(=O)NC1CCCCC1,4,-2[16.7 µM],0,-2,nt,-4,0
O=C(CC[C@H]1O[C@@H](n2ccc(=O)[nH]c2=O)[C@H](O)[C@@H]1O)NCCc1c[nH]c2ccccc12,-3,1,nt,3,-3,-5,-3
COc1ccc(Cl)cc1N(C(=O)c1ccco1)C(C(=O)NC1CCCC1)c1ccncc1 (stereo unspecified),0,-1,-4,-3,-8,2,-3
CC(C)CCNC(=O)CNC(=O)c1cccs1,nt,3,1,-2,3,nt,10
CCNC(=O)C1(C)CCN1CCC(=O)c1ccc(C)cc1 (stereo unspecified),-1,3,nt,1,6,8,1
O=C(O)c1cc2c([nH]c1=O)CCCC2,nt,-22,1,0,-4,nt,-6
C[C@@H]1CCCCO[C@@H](CN(C)Cc2ccc3c(c2)OCO3)[C@@H](C)CN([C@H](C)CO)C(=O)c2cc(NC(=O)Cc3ccccc3)ccc2O1,nt,9[16.7 µM],2,0,nt,nt,-2
CC(=O)NCCc1ccc(C(=O)COC(=O)c2ccco2)cc1,-7,-10,-41,-2,7,-14,21
CCCCC1=C(C(=O)OCC)C(C(=O)OCC)Oc2ccccc21 (stereo unspecified),-12,6,0,0,2,-4,-7
C[C@@H](O)C#Cc1ccc([C@@H]2[C@@H](CO)N3CCCCN(S(=O)(=O)c4ccccc4)C[C@@H]23)cc1,4,6[16.7 µM],-8,0,nt,-2,nt
COc1cccc(-c2nc(CS(=O)(=O)CC(=O)Nc3ccccc3C)c(C)o2)c1,-1,-1,-2,2,-13,4,-1
CCCCc1cc(=O)oc2cc(C)cc(OC(C)C(=O)NC(Cc3c[nH]c4ccc(O)cc34)C(=O)O)c12 (stereo unspecified),nt,-6,-4,4,0,0,-3
COc1ccc(CNCC(O)COc2ccc(C)cc2[N+](=O)[O-])cc1 (stereo unspecified),-5,-9,-8,nt,3,-3,32
Cc1cc(C)c(NC(=O)c2ccccc2N(C)S(C)(=O)=O)c(C)c1,4,10,-3,1,42,-3,3
Cn1nc(C(F)(F)F)c2cc(C(=O)Nc3ccc(F)c(Cl)c3)sc21,0,nt,-6,nt,nt,-3,nt
CC1CCC(NC(=O)CN2C(=O)NC(C)(C)C2=O)CC1 (stereo unspecified),-36,nt,-7,-2,-3,1,14
CCOC(=O)c1c(C)[nH]c(C)c1C(=O)COC(=O)c1cccc(C)c1O,nt,4,2,1,0,nt,-4
C[C@@H]1CN([C@H](C)CO)C(=O)c2cc(-c3ccccc3F)cnc2O[C@@H]1CN(C)Cc1cccc(C(=O)O)c1,0,9[16.7 µM],nt,4,-9,14,-1
O=C(Cn1c(=O)oc2ccccc21)N1CCN(S(=O)(=O)c2ccccc2)CC1,-3,-12,-6,1,-1,4,-12

# Following part
SMILES,SIRT5 inh,miR-122 sensor,ARNT-TACC3 inh,Cneo AK release,C2C12 statin,ERp5 inh,esBAF inh
Cc1cc(SCC2=NNC(=O)C2)c(Cl)cc1Cl,-2,-4,-3,-1,nt,-2,nt
CC[C@@H]1C(c2ccccc2)=NN(c2ccccc2)[C@H]1C(=O)N1CCOC1=O,1,-3,-14,1,4,1,-7
CCOC(=O)c1sc(NC(C)=O)nc1C,-1,-3,-7,-4,-27,0,-7
COCCNC(=O)C[C@@H]1CC[C@H]2[C@@H](COC[C@H](O)CN2C(=O)Nc2ccccc2OC)O1,4,8[16.7 µM],-3,0,-14,3,-11
O=C(C[n+]1cc(-c2ccc(Cl)cc2)n2c1CCC2)Nc1nc(-c2ccc(F)cc2)cs1,2,nt,-1,nt,nt,1,nt
C=CCn1c(NC(=O)c2ccc(C)cc2)nc2ccccc21,-7,nt,-3,4,-20,0,37
COc1ccc(NC(=O)Nc2ccc3c(c2)C(=O)N([C@@H](C)CO)C[C@@H](C)[C@H](CN(C)S(=O)(=O)c2cccs2)OCCCC[C@@H](C)O3)cc1,3,-3[16.7 µM],1,0,nt,0,9
CC(=O)Oc1ccc(-c2ccc(C(=O)Nc3cccc(S(=O)(=O)N4CCOCC4)c3)cc2)cc1,-4,nt,6,nt,nt,6,nt
Cc1oc(-c2ccc(Cl)cc2)nc1CN1CCCC(C(=O)NCc2ccco2)C1 (stereo unspecified),nt,-39,nt,3,-16,nt,-5
COc1ccccc1-c1ccc2c(c1)O[C@@H](CN(C)C(=O)c1ccncc1)[C@H](C)CN([C@H](C)CO)S2(=O)=O,-4,-3[16.7 µM],-4,1,-42,-9,3
COc1ccc(C(=O)OCc2ccccc2C#N)cc1S(=O)(=O)N1CCOCC1,nt,-8,nt,-3,13,2,2
COc1ccc(CCNC(=O)C2(c3ccccc3)CC2)cc1,4,-5,1,-1,-5,-11,6
COc1cc(C(=O)N/N=C(\C)Cn2nc([N+](=O)[O-])cc2C)ccc1O,nt,-1,21,2,nt,nt,nt
CCCCC(O)(c1ccc(OC)cc1)C(CN1CCOCC1)c1ccccc1 (stereo unspecified),10,-5,-2,3,-6,0,-15
